Assay outcomes: PubChem, National Center for Advancing Translational Sciences (NCATS)
Pol beta inh = qHTS Assay for Inhibitors of DNA Polymerase Beta; P06746; Pol beta primer extension/strand displacement, fluorescence kinetic; Potency, µM (titrated, usually from 114 µM), for inactives: top-dose activity change, negative = inhibition, most hits filed as inhibitors; 1.3% of 340,000 active; AID 485314, 2010; note: potency is the fitted concentration of half-maximal effect; % is set by controls: 0 for no effect and ±100 for the full control effect
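Preincubation: enzyme (10 nM) with compound, 15 min, RT. Reaction: substrate added to 50 nM final. Reads: 0 and 10 min. Analysis: normalized, Hill fit.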
POLH inh = qHTS for Inhibitors of Polymerase Eta; DNA polymerase eta (Homo sapiens), Q9Y253; 1.2% of 390,000 active; Potency, µM (top dose mostly 114 µM), without a hit: top-dose activity change, negative = inhibition, actives largely listed as inhibitors; recombinant Pol eta, fluorescent DNA replication assay; AID 588591, 2011; note: potency is the fitted concentration of half-maximal effect; % is set by controls: 0 for no effect and ±100 for the full control effect
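Pol eta (10 nM) was preincubated with compounds for 15 min at room temperature, after which fluorescent replication substrate (50 nM final) was added to start the reaction. Fluorescence was read kinetically at 0 and 10 min.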
Pol iota inh = qHTS for Inhibitors of Polymerase Iota; DNA polymerase iota (Homo sapiens), Q9UNA4; Pol iota fluorescent replication assay, 10 min; Potency, µM (titrated, usually from 115 µM), without a hit: at the top dose activity, negative = inhibition, usual class: inhibitors; 1% of 390,000 active; note: potency is the fitted concentration of half-maximal effect
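Fluorescent replication assay read twice, at 0 min and 10 min after adding 50 nM (final) substrate. Enzyme (10 nM) and compounds were first incubated 15 min at room temperature; enzyme-free buffer wells were negative controls.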
BLM inh = qHTS Assay for Inhibitors of Bloom's syndrome helicase (BLM). recombinant BLM DNA unwinding, fluorescence dequenching. Potency, µM (doses to about 56.1 µM), for the others: at the highest dose activity change, negative = inhibition, actives largely listed as inhibitors. 0.2% of 350,000 active;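 note: potency is the fitted concentration of half-maximal effect; plate controls were vehicle for no effect and no enzyme for full effect; nearly all actives have a fitted effect of over 35% in size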
APE1 inh = qHTS Assay for Inhibitors of the Human Apurinic/apyrimidinic Endonuclease 1 (APE1); recombinant APE1, TAMRA/BHQ-2 abasic DNA cleavage fluorescence; 0.35% of 350,000 active; Potency, µM (doses to about 65.8 µM), inactives show at the top dose activity change, negative = inhibition, most hits filed as inhibitors;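 note: potency is the fitted concentration of half-maximal effect; plate controls were vehicle for no effect and reference inhibitor for full effect; nearly all actives have a fitted effect of over 55% in size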
Target sequence (P27695 whole entry, looked up): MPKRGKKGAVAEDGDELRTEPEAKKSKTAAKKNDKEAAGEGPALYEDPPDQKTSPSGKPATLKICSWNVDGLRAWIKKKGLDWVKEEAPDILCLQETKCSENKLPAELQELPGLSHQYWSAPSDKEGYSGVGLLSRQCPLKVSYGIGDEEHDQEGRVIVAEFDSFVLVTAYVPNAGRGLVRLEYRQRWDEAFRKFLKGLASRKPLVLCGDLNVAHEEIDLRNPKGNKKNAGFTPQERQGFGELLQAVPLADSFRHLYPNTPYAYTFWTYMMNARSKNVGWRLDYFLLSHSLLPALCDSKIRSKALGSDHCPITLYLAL
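APE1 at 0.75 nM preincubated 15 min at room temperature with compound. Reaction then started with 50 nM double-stranded THF-abasic substrate labelled with TAMRA/BHQ-2, and 525/598 nm fluorescence read kinetically. Activity taken as third-minus-first read difference, normalized to DMSO and NSC13755 controls.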
Pol kappa inh = qHTS for Inhibitors of Polymerase Kappa; DNA polymerase kappa (Homo sapiens), Q9UBT6; purified Pol kappa, fluorescent DNA synthesis assay, 10 min; Potency, µM (highest dose often 107 µM), inactives show top-dose activity, negative = inhibition, hits mostly inhibitors; 0.53% of 400,000 active; note: potency is the fitted concentration of half-maximal effect; % is set by controls: 0 for no effect and ±100 for the full control effect
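Pol kappa 10 nM + cpd, 15 min RT; start w/ substrate 50 nM final; fluorescence kinetic read, 0 and 10 min. Neg ctrl: buffer, no enzyme.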
Apoferritin bind = qHTS Assay for Identification of Novel General Anesthetics; apoferritin/1-aminoanthracene competitive binding, fluorescence; Potency, µM (titrated, usually from 77.5 µM), for the others: at the highest dose activity change, negative = displacement, hits mostly inhibitors; 0.074% of 350,000 active; AID 485281, 2010; note: potency is the fitted concentration of half-maximal effect; % is set by controls: 0 for no effect and ±100 for the full control effect; nearly all actives have a fitted effect of over 20% in size
Target sequence (P02791 2-175 limits assumed): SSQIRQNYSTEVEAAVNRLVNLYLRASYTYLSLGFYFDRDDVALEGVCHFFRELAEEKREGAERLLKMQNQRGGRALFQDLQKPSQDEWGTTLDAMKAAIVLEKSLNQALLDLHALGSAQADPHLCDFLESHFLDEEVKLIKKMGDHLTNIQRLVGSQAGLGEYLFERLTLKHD
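Steps: apoferritin (10 uM) was premixed with half-saturated 1-AMA in PBS, compounds were pin-transferred, plates stood 10 min at room temperature, fluorescence was read at 380/535 nm, and curves were fitted with a Hill equation.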
GRP78 ERSR act = qHTS for Inducers of the Endoplasmic Reticulum Stress Response (ERSR) in Human Glioma: qHTS; U87-MG GRP78 promoter luciferase reporter, 16 h; Potency, µM, for the others: at the highest dose activation, hits mostly activators; 0.02% of 420,000 active; AID 602332, 2012; note: potency is the fitted concentration of half-maximal effect; series mostly up to about 76 µM; % of control where 0% means no effect; nearly all actives have a fitted effect of over 35% in size
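ERSR induction read as luciferase luminescence (Bright-Glo, 10 min at room temperature) in stably transfected human U87-MG glioma cells exposed to compounds for 16 h, using GRP78 as sensor.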
LDHA block = qHTS assay for inhibitors of human lactate dehydrogenase; L-lactate dehydrogenase A chain (Homo sapiens), P00338; purified LDHA, NADH/diaphorase-resazurin fluorescence; hits give low values; activity change, % (values are at about 110 or 230 µM); 0.15% of 480,000 active; AID 1347041, 2019; in the data active = activity change below about -30%; inconclusive = mostly about -25% to -30%;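 note: plate controls were DMSO wells for no effect and wells without enzyme for full effect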
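Remaining NADH was detected by diaphorase (0.133 mg/mL) converting 37 µM resazurin to fluorescent resorufin, read at 0 and 20 minutes. The preceding 5-minute room-temperature reaction used 2 nM LDHA, 0.2 mM sodium pyruvate and 0.06 mM NADH at pH 7.4.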
* hit, by the source's call; ? = inconclusive; · = no result given; [ ] = another dose, or the depositor's remark. Unless noted, calls come from the whole dose curve; as a rule, active = well fitted curve in the direction sought with a large enough effect; inconclusive = small, poorly fitted or top-dose-only effect, or another doubt; inactive = no such curve, though single readings can be large; an effect the other way counts as inactive or inconclusive.

Value order – Apoferritin bind, Pol iota inh, LDHA block, POLH inh, Pol kappa inh, Pol beta inh, BLM inh, GRP78 ERSR act, APE1 inh
CCOc1ccc(CCNC(=O)COC(=O)c2cc([N+](=O)[O-])ccc2N2CCOCC2)cc1OCC
  -23.7%, 24.8%, -2.3, -3.7%, -2.3%, 7.9%, -0.4%, -2.5%, 1.6%
COc1ccc(C)cc1NC(=O)N1CCC(CO)(CC2CCCCO2)CC1 (stereo not given)
  -8.3%, 146.2%[activator], -3.5, -30.0%, -0.8%, 10.5%, -1.9%, -3.3%, -1.5%
CCOC(=O)c1cc(CC)sc1NC(=O)Cc1ccccc1
  -13.6%, 8.2%, -4.6, -12.1%, -14.8%, 0.0%, -16.2%, 0.6%, -3.7%
Cc1ccc(S(=O)(=O)Nc2cc3c(C(=O)Nc4ccccc4)c(C)oc3c3ccccc23)cc1
  5.8%, 27.6%, 22.4, -5.8%, -20.0%, -0.8%, -9.4%, -5.4%, -0.4%
O=C1CC(c2ccc(Cl)cc2)c2c(O)cc(O)cc2O1 (stereo not given)
  -13.2%, 63.7%[activator], -1.1, -18.3%, -22.6%, 17.5%, -6.0%, -4.5%, 0.9%
C#CCOCCOCCOCCNc1nc(N2CCN(C(=O)[C@H]([C@@H](C)CC)n3cc([C@@H](N)CO)nn3)CC2)nc(N2CCN(C(=O)[C@H](CCCCN)n3cc([C@@H](N)C(C)CC)nn3)CC2)n1 (stereo not given in full)
  -8.1%, -25.0%, 4.1, -5.3%, 3.8%, -26.1%, 21.0%, -4.4%, 1.9%
CCN(CC)CCN(C(=O)CN1C(=O)c2ccccc2C1=O)c1nc2cc3c(cc2s1)OCO3
  ?, 27.3%, -2.4, -22.6%, -5.4%, 21.9%, 4.2%, -2.6%, 13.3%
CC1=CC2=NC(=O)/C(=C/c3cccn3Cc3ccccc3)C(=N)N2O1
  ?, 51.6%[activator], -3.9, -15.0%, -13.4%, -26.4%, -7.4%, -4.7%, -5.6%
Cc1ccc(-n2ncc3c2CC(C)(C)CC3NC(=O)CCN2CCCCC2=O)cc1 (stereo not given)
  -1.1%, 49.5%[activator], -3.7, -7.1%, -6.5%, 48.4%, -1.5%, -2.9%, 4.3%
O=C(O)C1CC1C(=O)N1CCN(c2ccc(Cl)c(Cl)c2)CC1 (stereo not given)
  -3.5%, 1.4%, -6.0, -9.8%, -13.3%, 8.7%, 0.3%, -3.7%, -6.5%
O=C(NCC(=O)N(CCc1ccccc1)C(C(=O)NC1CCCC1)c1cccnc1)c1ccco1 (stereo not given)
  -2.2%, 15.8%, -5.3, 3.3%, -11.8%, 2.1%, -0.6%, -6.3%, 0.3%
COc1ccccc1Cc1nnnn1CC(=O)O
  -8.9%, -4.8%, -1.9, 7.1%, -13.2%, 7.9%, 0.5%, -2.1%, ?
Cc1cc(C(=O)CSc2ccc(F)cc2)cc(C)c1O
  ?, 17.1%, 9.4, -20.7%, 3.5%, -5.6%, -8.8%, 5.1%, -15.4%
Cc1csc(SCC(=O)c2c(N)n(C)c(=O)n(C)c2=O)n1
  -2.4%, 1.9%, -11.0, 0.0%, -13.0%, 4.5%, -0.8%, 0.5%, 2.0%
CC1CCCN(S(=O)(=O)CCNC(=O)c2ccc3c(c2)OCO3)C1 (stereo not given)
  ·, 4.3%, -12.3, -13.7%, -1.1%, ·, ·, -1.7%, -0.2%
O=C(C[n+]1ccc(/C=N/O)cc1)N(Cc1ccccc1)Cc1ccccc1
  -13.7%, 58.6%[activator], -7.1, -5.7%, -6.4%, 6.6%, -3.5%, -5.9%, 3.0%
O=C(Nc1cccc(N2C(=O)C3C4C=CC(C4)C3C2=O)c1)c1cccs1 (stereo not given)
  -15.5%, 34.8%, -16.3, -17.9%, -1.7%, 0.6%, -3.9%, 0.9%, 7.9%
Cc1c(NC(=O)Nc2ccc(Cl)c(Cl)c2)sc2nc3n(c(=O)c12)CCC(C)CC3 (stereo not given)
  2.9%, 23.5%, -7.4, -4.4%, 6.5%, 23.8%, -6.5%, -3.0%, ·
CCOc1ccc(-n2nc(CO)c(C(=O)NCc3cccnc3)n2)cc1
  8.9%, 2.1%, -5.3, -6.9%, -11.6%, -22.3%, 2.3%, -0.1%, ·
O=C(CBr)Nc1c2c(nn1-c1ccccc1)CSC2
  -9.7%, ?, 6.2, -8.5%, -0.3%, -8.4%, -5.2%, -5.1%, 22.4%
O=C(Nc1ccc(Cl)c(Cl)c1)Nc1ccccc1O
  ?, 24.9%, -2.4, -19.4%, -19.8%, ?, -6.5%, 1.8%, -7.5%
Cc1cccc(Nc2c(-c3cccs3)nc3nc(C)cc(C)n23)c1
  101.6%[activator], 9.5%, 0.4, 8.0%, 12.3%, 3.2%, -1.4%, 1.1%, ·
O=C(CC1N=C(Cc2ccccc2)NNC1=O)N/N=C/c1ccc([N+](=O)[O-])cc1 (stereo not given)
  -17.4%, 176.2%[activator], -3.3, -13.1%, -6.7%, 0.3%, 2.4%, -5.8%, 4.8%
O=C(NCc1ccc(Cl)cc1)C1CCN(C(=O)Cc2ccccc2)CC1
  -8.0%, 17.8%, -0.4, -14.2%, -13.9%, 26.0%, -2.0%, -0.4%, 24.5%
S=c1[nH]nc(-c2ccccc2Br)n1Cc1ccccc1
  -22.7%, -9.3%, -16.5, -10.7%, -6.1%, 27.3%, -2.1%, 0.4%, -13.7%
COC(=O)c1ccc(COC(=O)CCC(=O)c2cccs2)cc1
  ?, 27.3%, -4.4, -2.8%, -9.4%, 36.4%, -3.5%, 4.6%, -3.5%
O=C(NCCc1ccccc1)c1c[nH]c2ccc(S(=O)(=O)Nc3ccccc3F)cc2c1=O
  ?, ?, 3.7, ?, -29.3%, ?, -1.2%, -4.0%, ·
CC(C)(CNC(=O)/C=C/c1ccc(F)cc1)CNC(=O)/C=C/c1ccc(F)cc1
  -11.1%, 161.9%[activator], -5.4, ?, -16.2%, 6.7%, -8.6%, 12.0%, -5.2%
COc1cccc(OC)c1C(=O)NC(=S)NCc1cccnc1
  -8.0%, 18.8%, -13.9, 8.9%, 9.5%, 14.0%, -6.5%, -0.4%, 1.4%
COc1ccc(CC(=O)n2[nH]c(=O)ccc2=O)cc1OC
  -5.6%, 51.1%[activator], -6.6, -11.9%, -9.3%, -16.5%, 2.0%, 1.6%, ?

Brought forward from above: 2 entries; new compounds follow.
Value order – Apoferritin bind, Pol iota inh, LDHA block, POLH inh, Pol kappa inh, Pol beta inh, BLM inh, GRP78 ERSR act, APE1 inh
COc1cccc(OC)c1C(=O)NC(=S)NCc1cccnc1
  -8.0%, 18.8%, -13.9, 8.9%, 9.5%, 14.0%, -6.5%, -0.4%, 1.4%
COc1ccc(CC(=O)n2[nH]c(=O)ccc2=O)cc1OC
  -5.6%, 51.1%[activator], -6.6, -11.9%, -9.3%, -16.5%, 2.0%, 1.6%, ?
O=C(NNC(=S)NCC1CCCO1)c1cc(Br)ccc1Cl (stereo not given)
  -2.5%, -5.0%, -2.3, -12.8%, -6.3%, 12.1%, -1.6%, -0.7%, 40.3%
Cc1cc(C(=O)N/N=C/c2ccc(OC(=O)c3ccccc3Br)cc2)n[nH]1
  -16.9%, 105.1%[activator], -9.6, 3.1%, -1.9%, -6.3%, -1.6%, -1.8%, 3.5%
NNC(=O)c1ccc(COc2ccc3ccccc3c2)cc1
  8.6%, 19.3%, -0.8, -17.0%, 3.8%, -4.2%, -3.1%, 1.9%, 4.3%
O=c1[nH]c(CN2CCN(c3ccc(O)cc3)CC2)nc2scc(-c3ccc(Cl)cc3)c12
  -17.4%, -0.6%, -3.2, -9.4%, -14.2%, -2.5%, 9.8%, -5.2%, -6.3%
CCc1cc(C(=O)OC)c(NC(=O)c2ccoc2C)s1
  -5.4%, 25.9%, -4.3, -16.6%, -9.4%, 26.9%, -3.4%, 1.1%, 46.3%[activator]
CCCC(=O)Nc1nnc(-c2ccccc2)o1
  -12.5%, -27.1%, 1.2, -14.3%, -6.9%, -0.8%, -1.9%, -3.2%, -2.6%
O=C(NNS(=O)(=O)c1ccc(Cl)cc1)c1sccc1-n1cccc1
  -19.7%, 1.2%, 19.3, -12.5%, 0.7%, 20.3%, -2.4%, -3.3%, 5.4%
CCCC(=O)OCC1CN(Cc2ccco2)S(=O)(=O)c2c(F)cccc2O1 (stereo not given)
  ·, 70.8µM*, -7.6, -0.6%, -28.9%, ·, ·, -1.1%, ·
CCOc1ccc(-n2c(SCC(=O)Nc3ccc4c(c3)OCCO4)nc3c(c2=O)SCC3)cc1
  -20.7%, 10.5%, -8.0, 6.1%, -6.2%, 9.3%, -0.4%, 3.3%, -1.1%
Cc1cccc(C(=O)Nc2cccc(OCc3cc(=O)n4ccccc4n3)c2)c1
  -2.5%, -15.7%, -8.2, 8.6%, -7.3%[60.1 µM], 0.1%, -6.2%, -1.9%, ·
COc1ccc(C(=O)Nc2ccc(N3CCOCC3)cc2)cc1S(=O)(=O)N1CCCC1
  ·, 20.1%, 1.7, -7.3%, -10.3%, ·, ·, -2.7%, -9.3%
Cc1ccccc1C(=O)Nc1ccc(OCc2cc(=O)n3cccc(C)c3n2)cc1
  -3.0%, -3.6%, -6.5, 0.7%, -2.9%[60.1 µM], 0.4%, -9.2%, -3.5%, ·

A portion of the library; rates above refer to the full screens.
